HIV peptide binding – inhibitors of HIV fusion peptide binding, primary screen, biochemical, uHTS, fluorescence dequenching (AID 1986). cell-free peptide binding, fluorescence dequenching, 30 min; higher % means a stronger effect. inhibition, % at 20 µM; hits with a dose series show IC50 in µM. 290,000 tested, 0.3% active; in the data active = inhibition mostly above about 52%, no sharp cut-off; inactive = mostly below about 76%; also: some results filed as inactive read as strong as hits
NTR1 agonist – agonists of NTR1, primary screen, imaging, U2OS cells, beta-arrestin-GFP, high content (AID 493036) | 330,000 tested, 0.17% active | NTR1-U2OS beta-arrestin-GFP spot imaging, agonist mode | P30989 | activation, % at 20 µM;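 active = activation at or above 40% of the spot to cytoplasm intensity ratio, with at least 20 cells analyzed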;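 also: 0% = DMSO without peptide and 100% = 100 nM NTR1 peptide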
Target sequence (P30989 whole entry, looked up): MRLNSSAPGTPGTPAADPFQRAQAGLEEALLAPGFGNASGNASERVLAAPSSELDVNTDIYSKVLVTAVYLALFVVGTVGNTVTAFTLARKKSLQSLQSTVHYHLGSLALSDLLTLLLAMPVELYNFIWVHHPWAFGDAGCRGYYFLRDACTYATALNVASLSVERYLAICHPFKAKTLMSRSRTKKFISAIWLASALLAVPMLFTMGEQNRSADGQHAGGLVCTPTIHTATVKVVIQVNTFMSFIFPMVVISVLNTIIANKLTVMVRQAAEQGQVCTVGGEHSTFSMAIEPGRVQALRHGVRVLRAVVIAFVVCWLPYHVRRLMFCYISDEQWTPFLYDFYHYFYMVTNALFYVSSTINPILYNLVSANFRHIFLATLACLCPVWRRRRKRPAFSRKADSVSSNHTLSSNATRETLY
Myeloid diff MLP – compounds promoting myeloid differentiation; calls only at 10 µM; ER-HoxA9 myeloid progenitors, lysozyme-GFP differentiation, flow cytometry; 360,000 tested, 1% active; AID 624256;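 active = normalized GFP-positive differentiation at or above the plate's own cutoff, the solvent-only control mean plus 3 SD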;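 also: cells exposed to compound for four days before flow analysis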
Rac1 GTP hydrolysis – MgcRacGAP GTPase-activating activity inhibitors, confirmation, biochemical, ADP Hunter fluorescence; MgcRacGAP-stimulated Rac1 GTP hydrolysis, ADP Hunter fluorescence; higher % means a stronger effect; GST-tagged Rac1 F28L mutant substrate; one-dose inhibition, % at 30 µM; IC50 in µM for titrated hits; 340,000 tested, 0.6% active; AID 624330;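 active = first-screen hits whose inhibition reached a set limit at any dose in the follow-up dose series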;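 also: fluorescence reports GDP produced by GAP-driven GTP hydrolysis; strong numbers were not always called active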
GPR35 arrestin U2OS – inhibition of zaprinast-stimulated GPR35 beta-arrestin translocation – imaging, U2OS, beta-arrestin-GFP, zaprinast agonist, primary screen (AID 2058); 290,000 tested, 0.052% active; inhibition, % at 10 µM, or IC50 in µM where a hit was titrated; U2OS GPR35 beta-arrestin-GFP translocation imaging, zaprinast antagonism; higher % means a stronger effect;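 active = inhibition of at least 50% with at least 30 cells and total cytoplasm GFP at most 10,000,000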
SIAH1 antagonists – blockers of Siah-1 interaction with plectin peptide – biochemical, fluorescence polarization, rhodamine-plectin, uHTS, primary screen (AID 1817) | Siah-1 / rhodamine-plectin peptide fluorescence polarization; higher % means a stronger effect | one-dose displacement, % at 20 µM; IC50 in µM for titrated hits | 290,000 tested, 0.02% active;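 active = displacement of at least 50% at 20 µM, with a fluorescence ratio check between 0.3 and a set limit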;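 also: plate controls were Siah plus tracer with DMSO for no effect and tracer alone without Siah for full effect; strong numbers were not always called active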
GPR55 LPI antagonism – GPR55 antagonists blocking LPI-driven arrestin recruitment, primary screen, imaging, U2OS, beta-arrestin-GFP, LPI agonist (AID 2013); inhibition, % at 10 µM; hits with a dose series show IC50 in µM; 290,000 tested, 0.13% active; U2OS GPR55 beta-arrestin-GFP translocation imaging, LPI antagonism; higher % means a stronger effect;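 active = spots per cell inhibited over 60%, with over 100 cells counted and total cytoplasm intensity under 500,000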;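 also: U2OS cells stably carrying GPR55 and arrestin-GFP stimulated by 5 µM LPI near EC80; imaged beta-arrestin-GFP aggregate spots per cell after agonist stimulation; plate controls were LPI-stimulated DMSO wells for no effect and DMSO wells without LPI for full effect; some results filed as inactive read as strong as hits; confirmed hits need IC50 under 10 µM and bright autofluorescent wells are also inconclusive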
PhoP inhibition – PhoP-dependent GFP reporter repression – Salmonella Typhimurium, primary screen (AID 1863); S. Typhimurium PhoP-regulated promoter GFP reporter, 4 h; higher % means a stronger effect; inhibition, % at 50 µM; hits with a dose series show IC50 in µM; 300,000 tested, 0.16% active;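 active = inhibition over 29.93%, a cutoff 3 SD above the screen mean, later confirmed by dose response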;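 also: 0% = low Mg2+ inducing control and 100% = high Mg2+ repressing control; strong numbers were not always called active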
LYP phosphatase – inhibitors of LYP phosphatase, biochemical, fluorescence intensity, uHTS (AID 1779); recombinant LYP phosphatase, fluorescence intensity; higher % means a stronger effect; one-dose inhibition, % at 11.5 µM; IC50 in µM for titrated hits; 290,000 tested, 0.054% active; in the data active = inhibition above about 50%;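 also: plate controls were vehicle with enzyme for no effect and no enzyme for full effect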
NTR1 agonist cell count 20 µM – recorded beside NTR1 agonist, whose call it bears; cell count; measured here: cell count, cytotoxicity flag
Myeloid diff MLP GFP+ MAC1+ % – also measured in Myeloid diff MLP; calls as there; GFP+ MAC1+ double positive, %; measured here: differentiation confirmed by MAC1 staining
The depositor's hits bear a star; i = inactive; / = not tested or not shown; + = active, no number.

SMILES	HIV peptide binding	NTR1 agonist	NTR1 agonist cell count 20 µM	Myeloid diff MLP	Myeloid diff MLP GFP+ MAC1+ %	Rac1 GTP hydrolysis	GPR35 arrestin U2OS	SIAH1 antagonists	GPR55 LPI antagonism	PhoP inhibition	LYP phosphatase
O=C(CCN1C(=O)/C(=C/c2ccc(F)cc2)SC1=S)NCCc1ccc(O)cc1	-0.9%	-0.6	51	i	2.8	8%	20%	-1%	-5%	1%	-10%
S=C(NCCCN1CCOCC1)NCCCN1CCOCC1	0.2%	1.1	89	i	0.4	19%	-1%	4%	-3%	6%	2%
CCSc1nsc(NC(=O)Nc2ccc(F)cc2F)n1	0.8%	5.4	40	i	1.0	-2%	3%	0%	1%	8%	1%
COC(=O)CCN1CCc2cc(N=Nc3ccc([N+](=O)[O-])cc3)ccc21	-2.7%	1.9	48	i	0.5	/	-12%	-4%	12%	-2%	-5%
CN(C)S(=O)(=O)c1ccc(NC(=O)COC(=O)C2CC3CCCC(C2)C3=O)cc1 (centres undefined)	1.3%	0.7	33	i	0.2	5%	0%	5%	-2%	-4%	-10%
CC(=O)NC1CCN(CC(=O)Nc2cccc([N+](=O)[O-])c2)CC1	0.2%	1.0	32	i	0.6	2%	0%	-3%	-8%	7%	-1%
N#CC1=C(N)N(c2ncn[nH]2)C2=C(C(=O)CCC2)C1c1ccccc1 (centres undefined)	-1.3%	0.0	78	i	0.0	3%	18%	-2%	8%	5%	-2%
CC(C)C(=O)Nc1oc(-c2ccccc2)cc1C#N	2.6%	0.3	50	i	0.3	14%	10%	6%	2%	-1%	-8%
CCOC(=O)N(C)OC(=O)Nc1ccc(Cl)c(Cl)c1	4.0%	2.9	44	i	5.2	17%	8%	4%	3%	-6%	3%
CCCc1cc(=O)oc2cc(OCC(=O)NCCCN3CCOCC3)ccc12	2.2%	0.5	52	i	1.6	-3%	10%	2%	8%	-2%	-7%
CN(C)S(=O)(=O)c1ccc(C(=O)NCc2ccco2)cc1	-1.7%	2.6	47	i	0.8	7%	15%	-2%	6%	-1%	-15%
Cc1cccc(NC(=O)CCCCCN2C(=O)[C@@H]3Cc4ccccc4CN3C2=O)c1	1.1%	2.6	57	i	1.7	9%	-3%	1%	9%	-3%	-2%
CS(=O)(=O)N(Cc1ccccc1)c1ccc(C(=O)N2CCOCC2)cc1	-1.8%	1.7	82	i	0.2	2%	-6%	-1%	-4%	4%	-6%
CCc1ccccc1NC(=O)CSc1nnc(-c2ccncc2)o1	-1.7%	0.5	55	i	0.8	15%	4%	11%	6%	-1%	-4%
O=C(OCc1cnc(Cl)s1)c1cccc(Cl)c1Cl	-1.0%	1.0	55	i	1.2	6%	-3%	10%	-7%	1%	1%
O=C(NC1CCCC1)c1csc2c1CCCC2	3.8%	0.9	96	i	0.7	5%	-14%	-3%	-3%	-4%	-1%
Cc1cc(C)n(CCOc2ccc(Cl)cc2Cl)n1	-0.9%	1.0	75	i	1.6	1%	-5%	0%	9%	15%	2%
CCCn1c(N)c(C(=O)CSc2nc(C)cs2)c(=O)n(C)c1=O	0.6%	0.3	38	i	1.8	7%	16%	1%	0%	4%	2%
CCN(Cc1ccccc1)c1ccc(/C=N/NC(=O)c2cccc(S(=O)(=O)N3CCOCC3)c2)cc1	0.2%	9.2	54	i	1.5	10%	12%	8%	0%	22%	0%
CCNc1oc(-c2ccccc2F)nc1S(=O)(=O)c1ccccc1	0.4%	0.0	47	i	1.0	8%	0%	9%	2%	6%	-8%

7 records drawn at random from those above, as already listed:
SMILES	HIV peptide binding	NTR1 agonist	NTR1 agonist cell count 20 µM	Myeloid diff MLP	Myeloid diff MLP GFP+ MAC1+ %	Rac1 GTP hydrolysis	GPR35 arrestin U2OS	SIAH1 antagonists	GPR55 LPI antagonism	PhoP inhibition	LYP phosphatase
O=C(OCc1cnc(Cl)s1)c1cccc(Cl)c1Cl	-1.0%	1.0	55	i	1.2	6%	-3%	10%	-7%	1%	1%
Cc1cc(C)n(CCOc2ccc(Cl)cc2Cl)n1	-0.9%	1.0	75	i	1.6	1%	-5%	0%	9%	15%	2%
CCOC(=O)N(C)OC(=O)Nc1ccc(Cl)c(Cl)c1	4.0%	2.9	44	i	5.2	17%	8%	4%	3%	-6%	3%
Cc1cccc(NC(=O)CCCCCN2C(=O)[C@@H]3Cc4ccccc4CN3C2=O)c1	1.1%	2.6	57	i	1.7	9%	-3%	1%	9%	-3%	-2%
CCCn1c(N)c(C(=O)CSc2nc(C)cs2)c(=O)n(C)c1=O	0.6%	0.3	38	i	1.8	7%	16%	1%	0%	4%	2%
O=C(CCN1C(=O)/C(=C/c2ccc(F)cc2)SC1=S)NCCc1ccc(O)cc1	-0.9%	-0.6	51	i	2.8	8%	20%	-1%	-5%	1%	-10%
CC(=O)NC1CCN(CC(=O)Nc2cccc([N+](=O)[O-])c2)CC1	0.2%	1.0	32	i	0.6	2%	0%	-3%	-8%	7%	-1%

(further entries)
SMILES	HIV peptide binding	NTR1 agonist	NTR1 agonist cell count 20 µM	Myeloid diff MLP	Myeloid diff MLP GFP+ MAC1+ %	Rac1 GTP hydrolysis	GPR35 arrestin U2OS	SIAH1 antagonists	GPR55 LPI antagonism	PhoP inhibition	LYP phosphatase
Cc1ccc(C)c(S(=O)(=O)N/N=C/c2ccc(N(C)C)cc2)c1	-2.8%	3.7	52	i	0.1	22%	-11%	0%	11%	-6%	4%
Cc1cc(C(=O)COC(=O)c2ccncc2)c(C)n1CCc1ccc(F)cc1	15%	2.6	41	i	0.4	0%	6%	22%	-1%	-5%	-2%
CCS(=O)(=O)N1CCN(c2ccc(Cl)cc2[N+](=O)[O-])CC1	0.0%	-0.9	51	i	1.0	3%	11%	-4%	-4%	14%	-6%
COc1cccc(C(=O)Nc2ccc3c(c2)C(=O)NC3=O)c1	0.7%	-0.7	52	i	2.1	2%	-2%	1%	-6%	/	-8%
O=C(CN1CCN(S(=O)(=O)c2ccc(F)cc2)CC1)NC1CC1	-0.1%	0.3	69	i	0.6	7%	-13%	-3%	0%	-3%	-11%
NC(=O)[C@H]1CC2(CC(c3cccc(NC(=O)COc4ccc(Cl)cc4)c3)=NO2)CN1C(=O)C(c1ccccc1)c1ccccc1 (some centres undefined)	13%	16	50	i	2.6	10%	-12%	3%	13%	1%	4%
COC(=O)c1ccc(Nc2ncnc3sccc23)cc1	1.1%	-1.5	49	i	0.4	10%	12%	2%	5%	-5%	-1%
CC(C)N1C(=O)c2ccccc2C1C(=O)NCCc1ccccc1 (centres undefined)	1.1%	-2.1	81	i	0.3	4%	-13%	5%	-1%	-4%	-3%
CCc1cccc2cc3c(N)c(C(=O)Nc4ccc(S(=O)(=O)N5CCCC5)cc4)sc3nc12	17%	/	/	+	14*	5%	37%	6%	10%	-79%	-7%
COc1ccccc1CNS(=O)(=O)c1ccc2c(c1)NC(=O)C(C)S2 (centres undefined)	-0.2%	-0.8	65	i	1.2	5%	-6%	1%	-3%	0%	-13%
COc1cc(CNCC2CCCO2)ccc1OCC(N)=O (centres undefined)	1.5%	-0.3	42	i	0.4	4%	3%	3%	2%	-4%	-8%
CNC(=S)N(CCN(C)C)Cc1cc2cc3c(cc2[nH]c1=O)OCO3	-1.5%	0.6	57	i	0.7	8%	12%	-6%	13%	6%	-10%
CC(C)(C)C1CCC(=NNC(=O)c2ccccc2-n2cccc2)CC1 (centres undefined)	0.1%	1.7	56	i	0.6	9%	2%	2%	9%	-20%	-6%
COc1cc(/C=C(\C#N)c2nc3ccccc3[nH]2)ccc1Oc1ccc([N+](=O)[O-])cn1	-1.5%	21	45	i	1.1	6%	5%	1%	27%	-7%	0%
N=C(N)c1ccc(N)cc1	/	-1.1	58	i	4.4	11%	/	/	/	0%	/
Cn1c(SCC(=O)NNC(=O)c2ccccc2)nnc1C1CC1	0.9%	-1.1	50	/	/	5%	-5%	15%	9%	-5%	-13%
COCC1CCCCN1C(=O)c1ccc(OC)c(OC2CCN(C(C)C)CC2)c1 (centres undefined)	3.2%	0.7	44	i	2.2	8%	0%	-1%	2%	1%	-8%
CCOC(=O)c1[nH]c(C)c(C(=O)NCc2ccc(Cl)cc2)c1C	-0.3%	0.0	96	i	1.2	3%	-19%	3%	12%	-1%	-6%
CCOc1ccc(NC(=O)n2ncc3c(C)cccc32)cc1	-2.1%	1.0	46	i	0.4	3%	-8%	0%	5%	6%	-2%
O=C(CSc1nnc(-c2cccs2)n1Cc1ccco1)c1ccc2c(c1)OCO2	-0.1%	3.5	36	i	0.7	12%	-15%	2%	5%	26%	2%
COc1ccc(OC)c(CC(NC(C)=O)C(=O)NC2CCN(c3nnnn3-c3ccccc3)CC2)c1 (centres undefined)	1.2%	0.8	58	/	/	/	-1%	10%	-4%	-7%	-3%
Cc1cc(C)cc(NC(=O)Cc2ccc(NC3=NC4CS(=O)(=O)CC4S3)cc2)c1 (centres undefined)	-0.2%	-1.1	52	i	2.7	1%	1%	-5%	4%	/	-10%
O=C(Nc1ccc(S(=O)(=O)Nc2ncccn2)cc1)c1cnc(Cl)c(Cl)c1	3.3%	-0.9	55	i	0.3	2%	-2%	5%	-6%	-8%	0%
Cc1[nH]nc(SCC(=O)N2CCOCC2)c1[N+](=O)[O-]	-0.8%	0.5	50	i	0.9	7%	-4%	0%	1%	-6%	-4%
COc1ccc(-c2noc(CCC(=O)O)n2)cc1	-3.2%	0.6	61	i	1.5	12%	11%	4%	3%	5%	-10%
c1ccc2c(c1)ncn2CCn1cnc2ccccc21	-0.7%	0.5	93	i	0.6	1%	8%	1%	-7%	-5%	-3%
COCCNC(=O)c1cccc(NS(=O)(=O)c2cccc3cccnc23)c1	2.8%	1.4	37	i	0.9	-1%	4%	-2%	6%	-3%	0%
CC(C)n1cnc2c(N(C)c3cccc(Cl)c3)nc(N(CCO)CCO)nc21	0.5%	0.3	65	i	0.6	3%	6%	3%	-9%	-3%	-4%
Cc1ccc(-n2nnnc2C(Cl)c2nnnn2-c2ccc(C)cc2)cc1	0.2%	/	/	i	0.3	6%	-5%	0%	7%	-2%	-6%
O=C(O)C(CCCCN1C(=O)c2ccccc2C1=O)N1C(=O)c2ccccc2C1=O (centres undefined)	1.2%	-1.3	47	i	1.0	13%	7%	-6%	9%	-1%	-2%
